CRFBP-R2 agonist: agonists of CRF-BP/CRF-R2 complex, primary screen, cell-based, HEK293, calcium dye fluorescence, uHTS. calcium dye fluorescence (FLIPR); percent of saturating CRF peptide response. activation, % at 13.2 µM. 0.46% of 350,000 active;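 active = activation of at least 50%, plus an integration ratio under a set limit after plate pattern correction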;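 also: plate controls were neutral control wells without compound for no effect and CRF at EC100 for full effect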
M5 ag: human M5 muscarinic receptor agonists, primary screen, CHO-K1 cells, Fluo-8 calcium fluorescence; 0.19% of 360,000 active; Muscarinic acetylcholine receptor M5 (Homo sapiens), P08912; activation, % at 3 µM; CHO-K1 hM5 cells; 0% DMSO wells, 100% maximal acetylcholine response;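 active = activation above the run's mean over test compounds plus 3 SD, cut at about 23% in these data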;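 also: signal is peak over basal fluorescence ratio across the kinetic read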
CHRM1 PAM: human M1 muscarinic receptor positive allosteric modulators, primary screen, CHO-K1 cells, Fluo-8 calcium fluorescence, 1536-well; 0.088% of 360,000 active; CHO-K1 hM1, ACh EC20; 0% = ACh EC20, 100% = maximal ACh; activation, % at 3 µM; Muscarinic acetylcholine receptor M1 (Homo sapiens), P11229; in the data active = activation above about 19%, passing the limit was not always enough
Target sequence (P11229 whole entry, looked up): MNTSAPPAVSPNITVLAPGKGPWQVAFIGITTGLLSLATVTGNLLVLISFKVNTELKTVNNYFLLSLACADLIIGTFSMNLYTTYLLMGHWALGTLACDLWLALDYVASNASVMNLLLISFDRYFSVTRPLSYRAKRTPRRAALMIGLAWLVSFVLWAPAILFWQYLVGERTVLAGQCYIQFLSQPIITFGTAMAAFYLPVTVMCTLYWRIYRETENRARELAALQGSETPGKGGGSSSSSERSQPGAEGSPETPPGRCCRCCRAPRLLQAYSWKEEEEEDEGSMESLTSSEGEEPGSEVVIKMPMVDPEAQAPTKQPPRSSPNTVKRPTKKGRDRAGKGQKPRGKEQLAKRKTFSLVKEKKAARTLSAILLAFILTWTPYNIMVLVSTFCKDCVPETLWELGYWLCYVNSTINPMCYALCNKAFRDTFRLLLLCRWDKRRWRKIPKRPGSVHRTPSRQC
CHRM4 agonist: human M4 muscarinic receptor agonists, primary screen, CHO-K1 cells, Fluo-8 calcium fluorescence; activation, % at 3 µM; 0.14% of 360,000 active; CHO-K1 hM4/Gqi5; vehicle 0%, full acetylcholine response 100%; AID 624127, 2012; Muscarinic acetylcholine receptor M4 (Homo sapiens), P08173;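 active = activation above the run mean over all test wells plus 3 SD, cut at about 32% in these data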;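 also: peak over basal fluorescence ratio per well then scaled between controls; 0% = DMSO wells and 100% = acetylcholine at EC100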
Target sequence (P08173 whole entry, looked up): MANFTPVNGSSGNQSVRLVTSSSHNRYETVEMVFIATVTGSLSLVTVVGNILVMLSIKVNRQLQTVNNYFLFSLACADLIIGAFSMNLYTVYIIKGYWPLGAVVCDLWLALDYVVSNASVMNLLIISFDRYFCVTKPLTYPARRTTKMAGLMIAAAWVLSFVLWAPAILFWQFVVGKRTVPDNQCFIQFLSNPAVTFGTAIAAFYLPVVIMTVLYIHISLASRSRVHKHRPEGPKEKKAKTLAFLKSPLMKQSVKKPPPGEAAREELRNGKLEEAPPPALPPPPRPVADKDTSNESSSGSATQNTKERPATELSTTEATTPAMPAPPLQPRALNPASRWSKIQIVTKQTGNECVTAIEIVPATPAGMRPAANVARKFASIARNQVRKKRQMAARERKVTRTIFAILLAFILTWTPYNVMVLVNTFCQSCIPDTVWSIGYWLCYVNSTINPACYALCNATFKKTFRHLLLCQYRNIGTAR
M4 PAM: human M4 muscarinic receptor positive allosteric modulators, primary screen, CHO-K1 cells, Fluo-8 calcium fluorescence. Muscarinic acetylcholine receptor M4 (Homo sapiens), P08173. CHO-K1 hM4/Gqi5, ACh EC20; 0% = ACh EC20, 100% = maximal ACh. activation, % at 3 µM. 0.4% of 360,000 active;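 active = activation above its plate's cutoff, the mean activation of sample wells plus 3 SD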; also: some results filed as inactive read as strong as hits
CHRM4 antagonist: human M4 muscarinic receptor antagonists, primary screen, CHO cells, Fluo-8 calcium fluorescence; Muscarinic acetylcholine receptor M4 (Homo sapiens), P08173; CHO-hM4 cells, ACh EC80; inhibition, % at 3 µM; 0.73% of 360,000 active;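 active = inhibition above its plate's cutoff, the mean inhibition of sample wells plus 3 SD, cut at about 27% in these data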;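 also: 0% = acetylcholine EC80 with DMSO and 100% = DMSO without agonist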
CHRM5 antagonist: human M5 muscarinic receptor antagonists, primary screen, CHO cells, Fluo-8 calcium fluorescence; Muscarinic acetylcholine receptor M5 (Homo sapiens), P08912; CHO-hM5 cells, ACh EC80; inhibition, % at 3 µM; 0.59% of 360,000 active; AID 624040, 2012;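 active = inhibition above a per-plate cutoff, the mean of that plate's test compounds plus 3 SD, cut at about 27% in these data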;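 also: 0% = acetylcholine EC80 with DMSO and 100% = DMSO without agonist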
M5 PAM: human M5 muscarinic receptor positive allosteric modulators, primary screen, CHO-K1 cells, Fluo-8 calcium fluorescence; CHO-K1 hM5, ACh EC20 PAM; 0% = ACh EC20, 100% = ACh EC100; activation, % at 3 µM; 0.3% of 360,000 active;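 active = activation above the run cutoff, the mean activation of all test compounds plus 3 SD, cut at about 18% in these data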
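Replicates: One well per compound, no replicates | System: Human M5 receptor in CHO-K1 cells | Benchmarks: Low control EC20 acetylcholine (0%), high control EC100 acetylcholine (100%) | Probe or stimulus: Acetylcholine, EC20 level | Times: Fluo-8 loading 80 min at 37 °C plus 30 min room temperature | Signal: Intracellular calcium via Fluo-8 fluorescence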
CRFR2-BP antag: antagonists of CRF-BP/CRF-R2 complex, primary screen, cell-based, HEK293, calcium dye fluorescence, uHTS | inhibition, % at 11.8 µM | 0.59% of 350,000 active | CRF-induced calcium fluorescence;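 active = inhibition of the ligand-induced calcium signal above about 50% at the single tested concentration, limit read from the data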
The depositor's hits bear a star; . = not tested or not shown.

SMILES	CRFBP-R2 agonist	M5 ag	CHRM1 PAM	CHRM4 agonist	M4 PAM	CHRM4 antagonist	CHRM5 antagonist	M5 PAM	CRFR2-BP antag
COc1cc(CNCc2cccs2)ccc1OCc1ccccc1	-1.3	-3	-21	7	-16	5	8	-8	-1
CCOC(=O)C1CCN(C(=S)Nc2ccccc2)CC1	-2.0	10	1	1	12	-3	-8	7	2
COc1cccc(/C=N/NC(=O)CC(=O)NCCc2ccccc2)c1OC	1.6	-2	9	2	6	-1	0	7	2
O=C(Nc1ccc(NC(=S)NC(=O)c2cccs2)cc1)c1ccccc1	2.7	1	-5	7	-5	6	4	-8	-32
Cc1ccccc1S(=O)(=O)Nc1ncnc2sccc12	0.2	0	12	0	12	-4	1	-5	0
CCn1c(SCC(=O)NCC2CCCO2)nc2c([nH]c3ccccc32)c1=O (stereo unspecified)	-0.6	-5	8	4	-2	-3	2	-1	2
O=C(Nc1ccc(Br)cc1Cl)c1ccc(OCC2CCCO2)cc1 (stereo unspecified)	2.2	-4	12	6	-2	-5	9	2	-25
CCOc1ccccc1OCCOc1ccccc1CC	0.9	-4	0	-2	5	-4	-2	8	19
O=C(Nc1nnc(C2CCCCC2)s1)C1CC(=O)N(c2ccc(F)cc2)C1 (stereo unspecified)	0.2	-2	8	0	1	2	5	0	-28
Cc1ccc(OC(=O)c2oc3ccc(F)cc3c2C)c(C)c1	6.0	0	-2	0	4	-14	-4	-8	-4
CNC(=O)c1c2c(nc3ccc(Br)cc13)CCCC2	-0.3	-10	9	-2	3	-5	0	2	-11
Clc1ccc(OCc2nnc(SCc3nc4ccccc4[nH]3)n2Cc2ccco2)cc1	-2.2	2	10	0	9	2	-3	0	-8
COc1ccccc1NC(=O)Nc1ccnn1C1CCN(C(=O)c2cscn2)CC1	-1.1	1	0	0	2	-4	-4	0	-3
CCN(CC(=O)NC1CCS(=O)(=O)C1)C(=O)c1ccc(OC)c([N+](=O)[O-])c1 (stereo unspecified)	-0.6	2	-7	0	0	9	12	-2	15
O=C(CSc1nnc(-c2ccncc2)o1)Nc1ccccc1Cl	-0.7	-1	4	0	6	-3	1	0	9
COc1ccc(OC)c(/C=C/c2c([N+](=O)[O-])c(=O)n(C)c(=O)n2C)c1	-6.1	-3	7	1	1	-4	3	2	-3
Cc1cc(C(=O)N/N=C\c2cc(C(C)(C)C)ccc2O)n[nH]1	-1.9	-1	8	3	1	1	11	-6	-7
Cc1ccc(OCC(=O)N/N=C\c2ccco2)c(C)c1	0.1	0	-3	1	0	10	0	-2	-7
COCCn1c(C)cc(C2=NNC(=Nc3ccc(F)cc3)SC2)c1C	-4.8	2	2	-1	3	-11	-3	6	-32
O=C(Nc1ccccc1SCC1CSc2nc3ccccc3c(=O)n21)c1ccccc1 (stereo unspecified)	-3.1	-6	2	0	-1	9	2	4	67*

An excerpt from above, limited to M4 PAM:
Molecule,M4 PAM
COc1ccccc1NC(=O)Nc1ccnn1C1CCN(C(=O)c2cscn2)CC1,2
Cc1ccc(OC(=O)c2oc3ccc(F)cc3c2C)c(C)c1,4
CCOc1ccccc1OCCOc1ccccc1CC,5
Cc1ccc(OCC(=O)N/N=C\c2ccco2)c(C)c1,0
Cc1ccccc1S(=O)(=O)Nc1ncnc2sccc12,12
CNC(=O)c1c2c(nc3ccc(Br)cc13)CCCC2,3

Going on with the list.
SMILES	CRFBP-R2 agonist	M5 ag	CHRM1 PAM	CHRM4 agonist	M4 PAM	CHRM4 antagonist	CHRM5 antagonist	M5 PAM	CRFR2-BP antag
COc1ccc(C2=NS(=O)(=O)N(C)C(C(=O)NCc3ccccn3)=C2)cc1OC	-0.9	2	9	2	9	-25	-3	-4	-5
CC(=O)N1c2ccccc2S(=O)(=O)c2c1ccc1ccccc21	-3.2	0	4	3	4	-6	10	-1	1
C/C(=N\NC(=O)c1ccc(Cl)cc1)c1ccc(N2CCOCC2)cc1	-2.3	-4	6	0	0	-5	0	-5	3
Cc1cc(C(=O)OCC(=O)NC(=O)c2cccn2C)c2ccccc2n1	0.0	-2	2	2	-12	-5	11	-6	8
C[C@H]1CN([C@@H](C)CO)C(=O)c2cc(Br)cnc2O[C@H]1CN(C)C(=O)C1CC1	0.0	-1	2	0	0	-7	2	3	-13
CN(C)/C=C/C(=O)c1ccc2noc(-c3ccccc3)c2c1	-0.9	1	7	1	-3	-4	-2	-3	-11
Clc1ccc2oc(SCc3cccnc3)nc2c1	-1.2	-1	5	2	-1	-2	12	-4	-3
O=C(Nc1ccccc1)C1Cc2c(-c3ccc4c(c3)OCO4)ccnc2O1 (stereo unspecified)	.	-1	3	6	3	-8	0	-4	.
CCCCN(C)C(=O)c1ccc(Nc2nc(C(N)CCc3ccccc3)cs2)nc1 (stereo unspecified)	.	-1	0	8	6	-20	1	-2	.
COc1cc(NC(=S)NCc2ccc(S(N)(=O)=O)cc2)cc(OC)c1	1.6	-2	1	0	-4	8	23	-9	-12
COc1ccc(CNC(=O)COC(=O)CCS(=O)(=O)c2ccc(C)cc2)cc1OC	-0.1	1	4	1	9	-10	2	3	1
Cc1cc(OCC(=O)Nc2ccc(S(=O)(=O)N3CCN(C)CC3)cc2)ccc1Br	0.8	0	-11	17	0	15	14	-11	-19
CCN(CC(=O)N1CCCC1)S(=O)(=O)c1ccccc1	2.1	-3	6	0	6	-7	5	-4	-7
O=C(c1ccccc1)N(c1ccccc1)c1nccc2ccccc12	-2.5	-1	5	0	3	0	6	-2	0
CCCNC(=O)c1cnc(Sc2ncc(C(F)(F)F)cc2Cl)n1C	-0.3	-1	4	4	5	-14	4	-7	0
CCCNC(=O)NC(=O)COC(=O)CC(NC(N)=O)c1ccc(Cl)cc1 (stereo unspecified)	-3.1	-2	10	0	4	4	6	-1	-16
CC1CCN(c2c(NCc3ccc(C(=O)NCCc4ccc(Cl)cc4)cc3)c(=O)c2=O)CC1	1.7	1	9	0	8	-9	0	0	11
Cc1cccc(NC(=O)c2cccc(N3C(=O)C4C5C=CC(C6CC56)C4C3=O)c2)c1 (stereo unspecified)	0.2	3	-5	22	-11	3	-1	-12	-24
CN(C)/C=N/C1=C(C#N)C(c2ccc(Br)cc2)c2ccc3ccccc3c2O1 (stereo unspecified)	0.2	-2	-1	4	-1	-4	10	-3	6
CC(C)C[C@H]1CN=C(N(C)C)N1CC(C)C	1.1	3	8	3	0	5	0	4	1

Sorted by the number under CHRM1 PAM (highest first): six from the list above
| Compound | CRFBP-R2 agonist | M5 ag | CHRM1 PAM | CHRM4 agonist | M4 PAM | CHRM4 antagonist | CHRM5 antagonist | M5 PAM | CRFR2-BP antag |
| --- | --- | --- | --- | --- | --- | --- | --- | --- | --- |
| CC1CCN(c2c(NCc3ccc(C(=O)NCCc4ccc(Cl)cc4)cc3)c(=O)c2=O)CC1 | 1.7 | 1 | 9 | 0 | 8 | -9 | 0 | 0 | 11 |
| CC(C)C[C@H]1CN=C(N(C)C)N1CC(C)C | 1.1 | 3 | 8 | 3 | 0 | 5 | 0 | 4 | 1 |
| C/C(=N\NC(=O)c1ccc(Cl)cc1)c1ccc(N2CCOCC2)cc1 | -2.3 | -4 | 6 | 0 | 0 | -5 | 0 | -5 | 3 |
| COc1ccc(CNC(=O)COC(=O)CCS(=O)(=O)c2ccc(C)cc2)cc1OC | -0.1 | 1 | 4 | 1 | 9 | -10 | 2 | 3 | 1 |
| CN(C)/C=N/C1=C(C#N)C(c2ccc(Br)cc2)c2ccc3ccccc3c2O1 (stereo unspecified) | 0.2 | -2 | -1 | 4 | -1 | -4 | 10 | -3 | 6 |
| Cc1cc(OCC(=O)Nc2ccc(S(=O)(=O)N3CCN(C)CC3)cc2)ccc1Br | 0.8 | 0 | -11 | 17 | 0 | 15 | 14 | -11 | -19 |

Following part.
SMILES	CRFBP-R2 agonist	M5 ag	CHRM1 PAM	CHRM4 agonist	M4 PAM	CHRM4 antagonist	CHRM5 antagonist	M5 PAM	CRFR2-BP antag
NCC(=O)Nc1ccc(Cl)cc1C(=O)c1ccc[nH]1	2.2	0	4	1	4	-3	7	2	-16
COc1ccc(S(=O)(=O)N2CCCCC2)cc1NC(=O)CSc1ncnc2ccccc12	1.0	-2	2	5	-7	4	3	-8	17
O=C(COc1ccccc1Cl)Nc1ccc(CN2CCOCC2)cc1	8.1	-3	8	5	5	3	-2	4	-2
Cc1oc(-c2cccc3ccccc23)nc1CN1CCC[C@H]1CO	-2.1	-2	3	0	10	-15	7	3	-2
CC(C)(C)OC(=O)N[C@@H](CC(=O)OCc1ccccc1)C(=O)O	0.7	-3	2	2	12	-9	-7	-11	-1
CC1(C)C(=O)Nc2ccccc2N1C(=O)COC(=O)Cc1ccc(Cl)c(Cl)c1	1.6	-1	7	9	0	-7	6	-5	0
COc1ccc(C2Oc3ccccc3C3=C2C(c2cccs2)n2ncnc2N3)cc1 (stereo unspecified)	6.0	-4	-5	5	-14	-9	5	-14	-21
COC(=O)c1cccnc1-n1c(=O)c2cccnc2n(Cc2ccc(Cl)cc2)c1=O	2.3	0	7	4	-2	2	5	-4	-14
CSc1ccc(NC(=O)NCCCN2CCN(c3ccccc3F)CC2)cc1	-0.1	-2	-3	11	1	-3	1	-5	-47
O=C(Nc1ccccc1)Nc1nccs1	-1.0	2	5	2	11	5	3	-4	20
O=C(C1=C[C@@H](c2ccc(C(F)(F)F)cc2)C[C@@H](OCc2ccc(CO)cc2)O1)N1CCN(Cc2ccc3c(c2)OCO3)CC1	-0.2	3	0	15	2	-5	11	-9	5
COc1cccc(-c2cc(C(=O)N3CCCCC3C)no2)c1 (stereo unspecified)	12	-5	8	0	8	2	0	-4	-34
COc1cccc(C(=O)O/N=C(\N)Cc2ccc(Cl)cc2)c1	-1.7	-1	7	-1	5	9	-5	1	-11
CC(C)CCNC(=O)C1CCN(S(=O)(=O)c2ccc3c(c2)CC(C)N3C(=O)C2CC2)CC1 (stereo unspecified)	-1.4	-4	-8	3	-3	2	23	-10	6
CCn1cnc2c1c(=O)n(CC(=O)NCC(F)(F)F)c(=O)n2Cc1ccccc1	2.2	0	1	0	-9	6	14	0	-27
CC(C)Oc1ccc(C(=O)N(CN2CCCC2=O)c2ccc(F)cc2)cc1	-1.0	-3	5	0	4	-8	-8	5	-8
O=C(Nc1cccc(F)c1)c1ccc2c(c1)OCCO2	0.9	0	0	4	-5	-9	-2	-2	3
CCOc1ccc(C(=O)Nc2c3c(nn2-c2ccc(F)cc2)CS(=O)C3)cc1 (stereo unspecified)	-0.2	-4	3	1	5	2	3	1	-4

Screening results from PubChem BioAssay.
